# NPSR antag: blocks cAMP signaling of the human neuropeptide S receptor | 1% of 220,000 active | CHO-NPSR cells, cAMP TR-FRET, antagonist mode | Potency, µM (highest dose often 38.3 µM), without a hit: top-dose activity change, negative = inhibition, hits mostly inhibitors | Q6W5P4 | AID 1461; note: potency is the fitted concentration of half-maximal effect; % is set by controls: 0 for no effect and ±100 for the full control effect; nearly all actives have a fitted effect of over 50% in size; many of its hits are not listed in these tables
# Target sequence (Q6W5P4 whole entry, looked up): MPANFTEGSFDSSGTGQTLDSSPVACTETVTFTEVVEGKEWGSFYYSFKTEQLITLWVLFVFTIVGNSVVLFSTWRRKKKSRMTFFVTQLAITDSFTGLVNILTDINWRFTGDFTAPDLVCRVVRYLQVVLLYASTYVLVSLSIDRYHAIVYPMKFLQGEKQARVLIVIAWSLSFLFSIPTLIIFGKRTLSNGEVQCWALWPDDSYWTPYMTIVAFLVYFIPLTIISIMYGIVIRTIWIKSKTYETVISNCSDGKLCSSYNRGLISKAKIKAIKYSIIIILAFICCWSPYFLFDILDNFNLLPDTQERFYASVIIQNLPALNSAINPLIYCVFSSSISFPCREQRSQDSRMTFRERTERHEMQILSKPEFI
# CBFb RUNX1 block: inhibitors of human CBF-beta and RUNX1 interaction; Q01196+Q13951; AlphaScreen CBFb-His/RUNX1-biotin binding, biochemical; Potency, µM (doses to about 59.8 µM), inactives show at the highest dose activity, negative = inhibition, most hits filed as inhibitors; 230,000 tested, under 10 active; note: % of control where 0% means no effect
# Target sequence (Q01196 whole entry, looked up): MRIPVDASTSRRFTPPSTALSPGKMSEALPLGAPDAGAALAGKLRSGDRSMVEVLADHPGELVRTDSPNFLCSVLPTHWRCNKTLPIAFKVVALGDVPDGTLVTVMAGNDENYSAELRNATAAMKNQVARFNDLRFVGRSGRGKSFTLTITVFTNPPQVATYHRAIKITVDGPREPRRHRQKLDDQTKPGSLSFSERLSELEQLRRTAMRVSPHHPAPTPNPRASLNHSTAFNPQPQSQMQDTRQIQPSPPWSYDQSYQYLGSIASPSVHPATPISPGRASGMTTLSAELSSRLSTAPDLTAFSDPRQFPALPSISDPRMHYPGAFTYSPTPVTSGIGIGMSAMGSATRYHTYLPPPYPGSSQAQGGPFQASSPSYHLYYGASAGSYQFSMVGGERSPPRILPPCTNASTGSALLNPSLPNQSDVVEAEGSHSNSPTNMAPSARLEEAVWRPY
# Target sequence (Q13951 whole entry, looked up): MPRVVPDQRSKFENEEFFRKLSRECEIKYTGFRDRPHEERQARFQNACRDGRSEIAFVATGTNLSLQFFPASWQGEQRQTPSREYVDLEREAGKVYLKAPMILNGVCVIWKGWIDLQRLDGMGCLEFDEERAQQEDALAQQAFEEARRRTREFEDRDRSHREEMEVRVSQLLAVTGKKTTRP
#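 AlphaScreen binding: CBFb-His and RUNX1-biotin (30 nM each) preincubated 20 min, compound added for 15 min, then nickel and streptavidin beads for 90 min, all at room temperature. Disruption of the interaction by any mechanism counts as activity.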
# IMPase Li inh: IMPase inhibition in cells with lithium potentiation; CHO-M1 cells, IP1 TR-FRET (IP-One), carbachol + lithium; Potency, µM (series often up to 59.4 µM), for the others: at the top dose activity, negative = IMPase inhibition, most hits filed as inhibitors; 0.35% of 210,000 active; AID 1457;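 note: IP1 builds up when IMPase is blocked and the TR-FRET signal falls; potency is the fitted concentration of half-maximal effect; plate controls were basal vehicle for no effect and high inhibitor control for full effect; nearly all actives have a fitted effect of over 50% in size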
#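 IP1 accumulation measured by competitive TR-FRET in lysed CHO-M1 cells after 30 min compound exposure at 37C, with a small lithium addition to potentiate weak responses. Hill-equation AC50 from ratio and donor-channel data.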
# HttQ103 aggreg: mutant huntingtin aggregation inhibition; 1.1% of 220,000 active; PC12 HttQ103-GFP aggregates, Acumen cytometry, 40 h; Potency, µM (top dose mostly 46.1 µM), for inactives: top-dose activity change, negative = inhibition, most hits filed as inhibitors; note: potency is the fitted concentration of half-maximal effect; % is set by controls: 0 for no effect and ±100 for the full control effect; nearly all actives have a fitted effect of over 60% in size
#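 Steps: seed 1500 PC12 HTTQ103-GFP cells/well; add tebufenozide, 100 nM final; add compound titration; add ATPLite reagent; quantify GFP aggregates by laser scanning cytometry.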
# L3MBTL1 inh: inhibitors of human L3MBTL1 | AlphaScreen L3MBTL1–H3K9me1 peptide binding | 0.66% of 230,000 active | Q9Y468 | AID 485360 | Potency, µM (series often up to 57.1 µM), inactives show at the highest dose activity, negative = inhibition, most hits filed as inhibitors; note: potency is the fitted concentration of half-maximal effect; % is set by controls: 0 for no effect and ±100 for the full control effect; nearly all actives have a fitted effect of over 60% in size
#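 AlphaScreen assay: L3MBTL1 (50 nM final) was preincubated 30 min at room temperature with biotinylated H3(1-15)K9me1 peptide (75 nM final), then 30 min with library compounds; streptavidin donor and nickel chelate acceptor beads (10 ug/mL final) added, 30 min dark.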
# Epigenetic reg: epigenetic control regulation, reporter derepression | murine LDR cells, GFP reporter derepression, 30 h | 0.2% of 280,000 active | Potency, µM (titrated, usually from 53.9 µM), for the others: at the highest dose GFP activation, actives largely listed as activators; note: potency is the fitted concentration of half-maximal effect; % of control where 0% means no effect; nearly all actives have a fitted effect of over 60% in size
#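 Murine LDR cells bearing a silenced CMV-driven GFP reporter were exposed to compound for 30 h at 37 C. After PBS washes, GFP-positive cells (20-120 um objects) counted by laser-scanning microplate cytometry.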
# Luc counter: blocks Kinase-Glo luciferase, a counter-screen artifact; Kinase-Glo luciferase, ATP luminescence, 8 min; AID 1379; Potency, µM (highest dose often 38.3 µM), inactives show at the highest dose activity change, negative = inhibition, hits mostly inhibitors; 0.28% of 200,000 active; Q27757; note: potency is the fitted concentration of half-maximal effect; % is set by controls: 0 for no effect and ±100 for the full control effect; nearly all actives have a fitted effect of over 60% in size
#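 Substrate mix (final 50 mM imidazole pH 7.2, 50 mM KCl, 7 mM MgCl2, 10 uM ATP, 0.01% Tween 20, 0.05% BSA) plus pin-tool compound, then Kinase-Glo detection mix; 8 min ambient, luminescence read.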
# Active calls of the source: *; ? = inconclusive; . = not tested or not shown; [ ] = remark or other dose. Calls come from the whole dose curve; as a rule, active = well fitted curve in the direction sought with a large enough effect; inconclusive = small, poorly fitted or top-dose-only effect, or another doubt; inactive = no such curve, though single readings can be large; an effect the other way counts as inactive or inconclusive.
# Each structure is followed by: IMPase Li inh | NPSR antag | HttQ103 aggreg | L3MBTL1 inh | Epigenetic reg | CBFb RUNX1 block | Luc counter
1. Cc1cc(=O)oc(C)c1C(=O)Nc1ccc(N(C)C)cc1
    . | 29% | -9%[9.22 µM] | -4% | 2.5% | 2% | .
2. COc1ccc(Cc2nnc(SCc3c(C)noc3C)n2C2CCCCC2)cc1OC
    -3%[38.3 µM] | -28%[46.1 µM] | -4% | 1% | 1.5% | 5% | 2%
3. COc1ccccc1N(Cc1ccccc1)S(=O)(=O)c1cccc(C(=O)O)c1
    -6% | -20% | 16% | 4% | -1.3% | -5% | -1%
4. COc1cc(C(C)=O)ccc1Oc1cnccn1
    -1% | 3% | 0% | . | -0.1% | 5% | -1%
5. CCOc1cc(/C=C2\C(=O)N(CCc3ccc(OC)c(OC)c3)C(C)=C2C(=O)OC)ccc1O
    6% | 13% | ? | -4% | 0.0% | -12% | -2%
6. O=C(CN1CCC(c2nc3ccccc3s2)CC1)N1CCCCC1
    10% | 8% | 17% | 0% | -4.4% | 3% | 2%
7. CN1CCN(C(=O)CCC(=O)c2ccc(F)cc2)CC1
    21%[38.3 µM] | 14%[46.1 µM] | ? | 0% | 0.9% | 8% | -2%
8. CCC(CC)C(=O)Nc1cccc(C(=O)NCc2ccco2)c1
    19%[38.3 µM] | -8%[46.1 µM] | 18% | ? | -3.2% | 6% | -1%
9. CCn1c(C)nc2cc(C(=O)N/N=C/c3ccc(N4CCOCC4)cc3)ccc21
    4% | -11% | 16% | -13% | 2.6% | -15% | -1%
10. CC(NS(=O)(=O)c1ccccc1)C(c1cccs1)N1CCN(C)CC1 (stereo unspecified)
    5%[38.3 µM] | 4%[46.1 µM] | -6% | -2% | 13% | -6% | 2%
11. Clc1ccc(-c2ccc(C=Nc3ccc(N4CCOCC4)cc3)o2)c(Cl)c1
    -11% | -6% | 9% | 5% | -0.2% | -6% | 1%
12. CCOC(=O)C1=C(C)N(Cc2ccccc2)C(=O)NC1c1ccc(OC)cc1 (stereo unspecified)
    10%[38.3 µM] | -27%[46.1 µM] | 0% | -6% | -1.1% | 1% | -7%
13. O=C(NCC1CCCO1)C1CCN(c2ccc(S(=O)(=O)N3CCCC3)cc2)CC1 (stereo unspecified)
    27%[38.3 µM] | -14%[46.1 µM] | 2% | 0% | -16% | 14% | -1%
14. COc1ccc(OCC(=O)C2CC2)c(C#N)c1
    . | 6% | -8%[9.22 µM] | . | -1.2% | 2% | .
15. COc1cccc(C(=O)CN(C(=O)c2ccc(Cl)cc2Cl)N2C(=O)c3ccccc3C2=O)c1
    5% | 9% | 10% | -11% | 1.0% | 0% | -3%
16. COc1ccc(OC)c(S(=O)(=O)NC(C)(C)C)c1
    12%[38.3 µM] | -4%[46.1 µM] | -9% | . | 0.0% | 9% | -2%
17. O=C1CCC(=O)N1OCCCOc1ccc(Br)cc1Cl
    -1% | -1%[46.1 µM] | -7% | 4% | -2.3% | ? | 0%
18. CCOC(=O)CC1C(=O)NCCN1c1nc2ccc(C)cn2c(=O)c1/C=C1\SC(=S)N(C(C)CC)C1=O (stereo unspecified)
    . | ? | -22%[9.22 µM] | -22% | -3.1% | 16% | .
19. CC(Sc1nnc(-c2ccc(C(C)(C)C)cc2)n1C)C(N)=O (stereo unspecified)
    -4%[38.3 µM] | -9%[46.1 µM] | 13% | . | 0.5% | 0% | -3%
20. COC(=O)C1=C(C(=O)OC)[C@@H]2N(C)c3ccc(OC)cc3[C@@]23C[C@@H](C(=O)OC)N(S(=O)(=O)c2c(C)noc2C)C3=N1
    4% | . | . | . | . | -2%[13.1 µM] | -2%[7.66 µM]
21. CCOc1cc(C(=S)N2CCCC2)ccc1OCC(=O)Nc1c(C)cc(C)cc1C
    5% | -12%[46.1 µM] | -1% | 1% | -1.0% | 1% | 0%
22. Cc1ccc2[nH]c(C)c(CCNC(=O)C3CCCCC3C(=O)OCC(F)(F)F)c2c1 (stereo unspecified)
    19% | -48% | 2% | -19% | 1.9% | 2% | -3%
23. CC(=O)Nc1ccc(NC(=O)C2CCCN2C(=O)Nc2ccc(F)c([N+](=O)[O-])c2)cc1 (stereo unspecified)
    0% | 5% | -3%[9.22 µM] | 6% | 0.5% | 2% | 2%
24. Nc1ccc(Nc2ccccc2)c(S(=O)(=O)O)c1
    . | -4% | -2%[9.22 µM] | 16µM* | -0.3% | . | .
25. CC(=O)Nc1cc(C(=O)N2CCN(C)CC2)ccc1Sc1ccc(C)cc1
    12%[38.3 µM] | 2%[46.1 µM] | -10% | . | 1.7% | 0% | -2%
26. c1ccc(CO/N=C(\c2ccc(C3CC3)nc2)C2CC2)cc1
    8% | 21% | -8% | 79%[activator] | 1.5% | ? | 6%
27. COc1cc(NC(=S)NC(C)=O)ccc1NC(=O)C(C)C
    -13%[38.3 µM] | -1%[46.1 µM] | 0% | -1% | -1.1% | -1% | -7%
28. CN(C)S(=O)(=O)c1cccc(C(=O)N2CCN(Cc3ccccc3)CC2)c1
    9%[38.3 µM] | 10%[46.1 µM] | 12% | -1% | -2.5% | 7% | 5%
29. O=NC1=C(c2c(O)[nH]c3ccccc23)CCCC1
    16%[38.3 µM] | 1%[46.1 µM] | 1% | . | 4.8% | 0% | -2%
30. CCC(=O)N[C@@H]1CCc2cccc(OC)c2C1
    11% | . | . | . | -0.2% | 15%[21.7 µM] | 1%
31. CCN(Cc1ccncc1)C(=O)c1ccccc1NS(=O)(=O)c1ccc(F)cc1
    2% | -17% | 10% | . | 3.6% | -4% | .
32. CCCCC(=O)/C=C/n1c(=S)oc2ccccc21
    0% | -35% | ? | 7% | 1.0% | 4% | -4%
33. CC(=O)Nc1cccc(-c2nnc3n2CC(C)S3)c1 (stereo unspecified)
    21%[38.3 µM] | 0%[46.1 µM] | -14% | -6%[11.4 µM] | -1.2% | 0% | 0%
34. COc1ccccc1N(CC(=O)Nc1ccc(F)c(F)c1)S(C)(=O)=O
    16%[38.3 µM] | -2%[46.1 µM] | -3% | 5% | -0.8% | 3% | 0%
35. COCCN(CCOC)S(=O)(=O)c1ccc(Cl)nc1
    . | -26% | 5%[9.22 µM] | 4% | 1.9% | 1% | .
36. Cc1cc(S(=O)(=O)NCC(=O)O)ccc1F
    7% | -2%[46.1 µM] | -13% | 13% | -1.1% | 4% | 0%
37. Cc1nnc(SCC(=O)Nc2nc3ccccc3s2)n(N)c1=O
    4% | -46% | 3% | 6% | -1.0% | 2% | 3%
38. COCCNC(=O)c1ccccc1-c1ccccc1C(=O)O
    15%[38.3 µM] | 0%[46.1 µM] | 2% | 5% | 0.9% | 8% | 6%
39. O=C1CCC(=O)N1CC(=O)N(c1ccccc1)c1ccccc1
    -6% | 13% | 24% | . | -0.6% | 5% | -1%
40. COc1ccc(CN2C(=O)c3cccnc3C2O)cc1 (stereo unspecified)
    14%[38.3 µM] | 6%[46.1 µM] | 23% | . | 1.0% | 0% | -2%
41. Cc1ccc(OCC(=O)N/N=C\c2c(C)n(C)c3ccccc23)c([N+](=O)[O-])c1
    -6%[38.3 µM] | -25%[46.1 µM] | -6% | -3% | ? | 2% | 1%
42. CCCn1c(SCC(=O)Nc2nnc(CC)s2)nnc1-c1ccncc1
    -7% | 3% | 3%[9.22 µM] | 0% | -2.8% | 4% | 1%
43. Cc1cc(=O)n2[nH]c(-c3cccnc3)nc2n1
    28%[38.3 µM] | -14%[46.1 µM] | -5% | . | -1.1% | 1% | ?
44. FC(F)(F)c1cccc(Cc2noc(CN3CCCCC3c3ccccn3)n2)c1 (stereo unspecified)
    24% | -21% | 12%[9.22 µM] | 2% | -1.1% | 6% | 1%
45. CC(=O)Oc1cccc(N2C(=O)C3C4C=CC(C4=C(C)C)C3C2=O)c1 (stereo unspecified)
    11%[38.3 µM] | -3%[46.1 µM] | ? | . | 3.8% | 4% | -3%
46. CN(C)c1ccc(/C=N/NC(N)=S)cc1[N+](=O)[O-]
    20% | -29% | 18% | . | 0.8% | -15% | -7%
47. CC(=O)OCC1(C)CN(c2ccccc2)N(C(=O)c2ccc(F)cc2)C1=O (stereo unspecified)
    -4% | 15% | -6% | . | 0.0% | -5% | 4%
48. CCOc1ccc(-c2nnn(CC(=O)N3CCN(c4ccc(OC)cc4)CC3)n2)cc1OCC
    -5%[38.3 µM] | -18%[46.1 µM] | -7% | 0% | -0.9% | 4% | 3%
49. CCn1c(Sc2ccc(N)cc2Cl)nc2ccccc21
    19%[38.3 µM] | -10%[46.1 µM] | -7% | . | 0.0% | 6% | 1%
50. Cc1ccc(OCCn2c(=O)sc3ccccc32)cc1
    8% | 9%[46.1 µM] | -27% | 36%[activator] | 1.4% | ? | -3%
51. CCOc1ccccc1NC(=O)COn1nnc2ccc(Cl)cc21
    -15%[38.3 µM] | -20%[46.1 µM] | 13% | -3% | -0.9% | 13% | 2%
52. COc1ccc(C(C2C(=O)CC(C)(C)CC2=O)C2C(=O)CC(C)(C)CC2=O)cc1
    . | 34% | -3%[9.22 µM] | 2% | -0.4% | 4% | .
53. CC(C)CCn1c(=S)[nH]c2ncccc2c1=O
    -7%[38.3 µM] | -4%[46.1 µM] | 16% | 1% | -2.0% | -3% | 5%
54. CC(=O)N/C(=C/c1ccc(OC(F)F)cc1)C(=O)O
    -3% | 19% | 14% | 7% | 0.0% | 15% | -1%
55. Cc1ccc(S(=O)(=O)N(C)CC(=O)OCc2nnc(-c3ccccc3)o2)cc1
    21%[38.3 µM] | 3%[46.1 µM] | ? | . | -1.0% | 12% | 1%
56. CCOCCn1c(N2CCN(c3ccccc3)CC2)nc2c1c(=O)n(C)c(=O)n2C
    3%[38.3 µM] | 17%[46.1 µM] | -12% | 6%[11.4 µM] | 1.8% | 4% | -1%
57. c1ccc(CCC2CCCCN2Cc2cn[nH]c2-c2cc3ccccc3o2)nc1 (stereo unspecified)
    4% | -6% | -11% | 1% | -0.5% | 3% | 2%
58. O=c1oc2cc(Oc3ccc(C(F)(F)F)cc3[N+](=O)[O-])ccc2c2c1CCC2
    13% | -40% | -27% | -6% | 0.0% | 2% | -3%
59. CCSc1ccccc1C(=O)NCc1ccc2c(c1)OCO2
    -2%[38.3 µM] | -18%[46.1 µM] | -5% | 22% | -3.1% | -6% | -6%
60. Cc1cc(C)nc(N2CCCC(C(=O)NC3CCCC3)C2)n1 (stereo unspecified)
    . | -15%[46.1 µM] | 1% | 0% | -5.9% | 8% | .
61. NC(=O)/C(=C\c1ccccc1)NC(=O)c1ccc(NC(=O)c2ccccc2)cc1
    . | 0% | -5%[9.22 µM] | -10% | -1.6% | -1% | .
62. Cc1ccc(CNCc2ccccc2Cl)cc1
    22%[38.3 µM] | -1%[46.1 µM] | -10% | . | -0.3% | 8% | -2%
63. CCOC(=O)c1cnc(SCc2nc(N)nc(Nc3ccccc3)n2)nc1N
    41%[activator][38.3 µM] | -9%[46.1 µM] | -7% | -27%[11.4 µM] | -0.1% | 5% | 3%

# Screening data: PubChem, National Center for Advancing Translational Sciences (NCATS)

# Not all compounds are listed; rates above refer to the full screens.
